# High-throughput results (PubChem BioAssay)
# MEKK2 mut-MEK5: signal of MEK5 binding to mutant human MEKK2 PB1 domain; 0.35% of 290,000 active; bead flow cytometry, Alexa488-MEK5 binding to MEKK2 mutant; percent response, % at 10 µM; in the data active means percent response above about 24%, passing the limit was not always enough; further: inactives centre near 1; some results filed as inactive read as strong as hits; reference of the scale not given here
# PHOSPHO1 inh: blocks human PHOSPHO1 phosphatase activity; Q8TCT1; recombinant PHOSPHO1, absorbance phosphatase assay; inhibition, % at 13.3 µM; 1.1% of 290,000 active; AID 1565; in the data active means inhibition above about 60%
# NALP1 yeast inh: NALP1 inhibition | S. cerevisiae NALP1/ASC/caspase-1 growth, X-gal OD620, 72 h | inhibition, % at 10 µM | 0.61% of 280,000 active; in the data active means inhibition mostly above about 24%, no sharp cut-off; inactive means mostly below about 32%; further: some compounds called inactive have numbers as strong as hits
# OXTR ag: agonists of human oxytocin receptor. P30559. CHO-OTR cells, Fluo-8 calcium fluorescence; normalized: DMSO 0%, oxytocin 100%. activation, % at 3 µM. 0.32% of 320,000 active. AID 2435;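 active means activation above the mean of all tested compounds plus 3 SD, cutoff set per screening run, cut at about 20% in these data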;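 further: peak over basal fluorescence ratio from a 100 s FLIPR kinetic read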
# MEKK2 WT-MEK5: raises or lowers MEK5 binding to wildtype human MEKK2 PB1 domain; AID 1531; binding response (% of control), % at 10 µM; Q9Y2U5; bead flow cytometry, Alexa488-MEK5 binding to MEKK2 WT; actives lie on both sides; 1.1% of 290,000 active; in the data active means binding response below about 67% or above about 130%
# GalR3 antag: human GalR3 antagonism; 0.44% of 360,000 active; O60755; inhibition, % at 3 µM; HEK293 GalR3-CNG cAMP membrane potential fluorescence; galR3 body fused to GalR1 C-terminus;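 active means inhibition above the screen-wide average plus 3 SD, cut at about 13% in these data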;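 further: forskolin and galanin both at EC90 stimulate the cells; cAMP rise reported by CNG channel membrane potential dye signal; 0% = forskolin plus galanin with DMSO and 100% = forskolin alone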
# V1aR counter: counter-screen for oxytocin receptor agonists: human V1a receptor agonists; activation, % at 3 µM; AID 2797; 0.25% of 320,000 active; CHO-V1R cells, Fluo-8 calcium fluorescence, agonist mode; 0% DMSO, 100% 3 nM vasopressin;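 active means activation above the mean activation of all tested compounds plus 3 SD, per screening run, cut at about 20% in these data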;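 further: signal is peak over basal fluorescence ratio across a 100 second FLIPR read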
# Target sequence (P37288 whole entry, looked up): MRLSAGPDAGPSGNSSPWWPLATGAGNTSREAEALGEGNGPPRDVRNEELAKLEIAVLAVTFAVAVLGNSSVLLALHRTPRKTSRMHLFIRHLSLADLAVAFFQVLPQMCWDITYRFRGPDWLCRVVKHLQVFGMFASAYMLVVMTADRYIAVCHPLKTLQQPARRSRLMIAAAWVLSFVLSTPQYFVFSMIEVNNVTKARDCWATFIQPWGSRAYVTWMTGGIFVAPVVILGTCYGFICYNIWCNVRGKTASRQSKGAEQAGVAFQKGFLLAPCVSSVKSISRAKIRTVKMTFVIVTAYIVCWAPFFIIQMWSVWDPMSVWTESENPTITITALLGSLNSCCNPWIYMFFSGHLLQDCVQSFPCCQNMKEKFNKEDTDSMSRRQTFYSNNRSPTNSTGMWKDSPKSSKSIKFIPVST
# MEKK3 PB1 HTS: modulators (inhibitors or enhancers) of MEK5 binding to human MEKK3 PB1 domain; binding response (% of control), % at 10 µM; AID 1529; 1.4% of 290,000 active; bead-based flow cytometry, Alexa488-MEK5 binding to MEKK3; actives lie on both sides; 0 = blocked by unlabeled MEK5, 100 = vehicle;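 active means binding response more than 3 SD above or below the average of its plate-row segment, actives on both sides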;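 further: Alexa488 bead fluorescence after subtracting the streptavidin-only scavenger bead signal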
# Target sequence (Q99759 whole entry, looked up, the tested form may be a part): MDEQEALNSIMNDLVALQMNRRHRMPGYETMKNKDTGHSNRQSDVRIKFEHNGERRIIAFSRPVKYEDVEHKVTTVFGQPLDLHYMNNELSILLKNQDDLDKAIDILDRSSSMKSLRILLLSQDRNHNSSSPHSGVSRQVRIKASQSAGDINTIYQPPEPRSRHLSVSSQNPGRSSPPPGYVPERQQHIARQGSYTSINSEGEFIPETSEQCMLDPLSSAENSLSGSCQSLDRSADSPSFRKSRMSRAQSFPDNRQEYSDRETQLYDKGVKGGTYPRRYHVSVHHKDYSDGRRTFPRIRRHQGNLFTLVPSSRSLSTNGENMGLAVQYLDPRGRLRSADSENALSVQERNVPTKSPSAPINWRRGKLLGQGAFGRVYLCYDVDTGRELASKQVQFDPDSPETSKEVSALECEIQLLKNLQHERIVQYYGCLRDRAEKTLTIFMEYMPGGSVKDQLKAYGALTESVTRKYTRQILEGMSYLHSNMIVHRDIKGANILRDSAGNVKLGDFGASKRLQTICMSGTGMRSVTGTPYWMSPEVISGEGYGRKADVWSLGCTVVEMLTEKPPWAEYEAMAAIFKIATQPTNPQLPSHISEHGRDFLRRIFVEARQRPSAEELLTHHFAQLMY
# GPR7 antagonist: antagonists of human GPR7 (neuropeptides B/W receptor 1); inhibition, % at 4.4 µM; 1.1% of 290,000 active; GPR7-expressing cells, fluorescence antagonist assay; P48145; AID 1861; in the data active means inhibition above about 16%, passing the limit was not always enough;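 further: cells stimulated with the agonist NPW; 0% = agonist with vehicle and 100% = vehicle without agonist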
# * = called active by the depositor; / = not tested or not shown.
# Sample of the layout:
SMILES,MEKK2 mut-MEK5,PHOSPHO1 inh,NALP1 yeast inh,OXTR ag,MEKK2 WT-MEK5,GalR3 antag,V1aR counter,MEKK3 PB1 HTS,GPR7 antagonist
Cc1cccc(CC(=O)N2CCC(N3CCC(C(=O)N4CCOCC4)CC3)CC2)c1,-2,-3,13,1.4,94,-3,0.5,100,4
COc1ccc(-c2cc3c(=O)n(CC(=O)NCCCN4CCC(Cc5ccccc5)CC4)ncn3n2)cc1,23,24,-26,5.3,131,-4,7.5,100,23
CO/N=C/NC(=O)c1c(OC)ccnc1Oc1cccc(C(F)(F)F)c1,-2,0,33,-1.1,98,-5,0.1,98,-22
O=C1CC(N2CCN(c3nc4ccccc4s3)CC2)C(=O)N1c1ccc(F)cc1 (configuration not stated),7,-16,18,6.7,105,-3,6.1,105,-7
Cn1cc(C(F)(F)F)nc1-c1ccc(OCC(O)CNCCOc2ccc(O)c(C(N)=O)c2)cc1 (configuration not stated),4,27,-8,-0.1,108,-4,0.9,104,/
Cc1cc(C)n2c(nc3ccccc32)c1C(=O)NN,-5,36,2,-2.5,93,-4,-1.2,97,-17

# Results (from the top)
SMILES,MEKK2 mut-MEK5,PHOSPHO1 inh,NALP1 yeast inh,OXTR ag,MEKK2 WT-MEK5,GalR3 antag,V1aR counter,MEKK3 PB1 HTS,GPR7 antagonist
Cc1cccc(CC(=O)N2CCC(N3CCC(C(=O)N4CCOCC4)CC3)CC2)c1,-2,-3,13,1.4,94,-3,0.5,100,4
COc1ccc(-c2cc3c(=O)n(CC(=O)NCCCN4CCC(Cc5ccccc5)CC4)ncn3n2)cc1,23,24,-26,5.3,131,-4,7.5,100,23
CO/N=C/NC(=O)c1c(OC)ccnc1Oc1cccc(C(F)(F)F)c1,-2,0,33,-1.1,98,-5,0.1,98,-22
O=C1CC(N2CCN(c3nc4ccccc4s3)CC2)C(=O)N1c1ccc(F)cc1 (configuration not stated),7,-16,18,6.7,105,-3,6.1,105,-7
Cn1cc(C(F)(F)F)nc1-c1ccc(OCC(O)CNCCOc2ccc(O)c(C(N)=O)c2)cc1 (configuration not stated),4,27,-8,-0.1,108,-4,0.9,104,/
Cc1cc(C)n2c(nc3ccccc32)c1C(=O)NN,-5,36,2,-2.5,93,-4,-1.2,97,-17
Cn1c(COc2ccc(Cl)cc2Cl)nnc1SCC(=O)NCC1CCCO1 (configuration not stated),-5,37,6,-0.6,98,-6,0.5,101,27
COc1ccc(CN2CC(=O)N(c3ccc(C)cc3)C2=S)cc1OC,-1,-5,25,0.3,97,-10,4.3,97,0
Cc1cc(C)c(C)c(S(=O)(=O)NCc2ccc(C(=O)N3CCCC3)cc2)c1C,3,31,0,5.8,104,-3,1.2,98,-14
Cc1oc2cc3oc(=O)c(CCC(=O)NCCCN4CCCC4=O)c(C)c3cc2c1C,4,29,-20,2.4,103,-5,3.6,100,-11
CCOC(=O)c1cn(CC(=O)Nc2ccc3c(c2)OCCO3)nn1,2,6,/,-0.2,88,-4,-0.1,98,-7
O=Cc1ccc(-c2cccc([N+](=O)[O-])c2)o1,4,28,14,0.5,92,1,-1.2,96,13
CCc1ccc(OCC(=O)NC(C)C)cc1,-6,-1,-3,-1.2,94,5,-0.6,96,-5
CC1(C)Cc2noc(N)c2C(C)(C)N1OC(=O)c1scc2c1OCCO2,-3,4,0,1.3,95,1,-0.3,97,7
O=[N+]([O-])c1ccc(CCn2ccnc2)cc1,11,24,14,-0.1,107,-8,1.0,108,-2
Cn1c(CCN2CCCC2)nc2cc(NS(=O)(=O)c3ccc(Cl)cc3)ccc21,5,56,16,13,130,-5,15,108,6
CCc1c(C)c(C#N)c2nc3ccccc3n2c1Nc1c(C)n(C)n(-c2ccccc2)c1=O,-4,42,-4,0.8,97,-4,0.4,95,-9
Cc1ccc(-n2c(CSc3nc(C)cc(C)n3)nnc2SCC(=O)Nc2nccs2)cc1,5,-5,/,0.2,91,-6,0.1,95,-10
Cc1cccc2cc(CN(Cc3ccco3)C(=O)c3ccco3)c(=O)[nH]c12,1,23,-15,4.0,100,1,1.9,98,9
CCOc1nc(NCCc2ccc(OC)c(OC)c2)nc(N2CCN(c3ccc(OC)cc3)CC2)n1,0,16,-9,-0.5,99,-3,0.2,95,-5
Cc1cc(C(F)(F)F)nn1Cc1n[nH]c(=S)n1-c1ccc(Cl)cc1,/,102*,-18,2.1,/,-2,1.1,/,-4
Cc1ccc2cc(CN(CCN3CCCC3)C(=O)Nc3ccccc3)c(=O)[nH]c2c1C,13,21,14,-1.6,118,-2,-0.6,100,-9
O=C(O)c1ccc2c(c1)C(c1ccccc1)OC2=O (configuration not stated),0,11,-2,1.4,99,-3,0.9,97,-12
CCC(=O)Nc1ccc(C(=O)N2CCN(C(=O)c3ccco3)CC2)cc1,-15,50,10,-0.6,81,-5,0.2,83,-7
COc1ccc(N2C(=O)CC(Sc3nnc(-c4ccccc4)o3)C2=O)cc1 (configuration not stated),-1,56,10,0.0,105,-6,0.7,102,-2
O=C(c1cc([N+](=O)[O-])cc([N+](=O)[O-])c1)N1CCOCC1,17,-6,24,0.0,117,-3,0.3,105,-5
CC1CN(S(=O)(=O)c2ccc(-c3nc4ccccc4s3)cc2)CC(C)O1 (configuration not stated),2,1,30*,0.2,98,-8,0.4,107,-9
O=C(Cn1c(=O)[nH]c2ccccc2c1=O)N1CCN(c2cccc(Cl)c2)CC1,1,12,8,0.0,95,4,-1.1,100,5
CCn1cc(C(=O)N2CCCC(N3CCN(c4cccc(C(F)(F)F)c4)CC3)C2)cn1 (configuration not stated),1,-9,11,-0.8,95,-2,-1.1,99,-1
CN1CCN(NC(=O)Nc2ccc([N+](=O)[O-])cc2)CC1,3,25,10,0.4,107,-2,0.2,103,-3
Cn1c(NC(=O)c2cccnc2)nc2ccccc21,6,36,25,-0.8,108,1,-0.7,109,-21
COc1ccc(Nc2ccc(OC)cc2)cc1,0,16,12,-0.9,100,-1,-2.4,97,-1
O=c1cc(Cc2ccccc2)[nH]c(=S)[nH]1,-2,-14,18,0.1,96,0,1.3,94,-3
CCCc1nnc(NC(=O)CCC(=O)N2CCCCCC2)s1,5,7,28,0.1,106,-1,3.5,98,14
COc1ccc(C)cc1NC(=O)CN1C(=O)c2cccc3cccc1c23,-3,-21,10,-0.8,98,-3,-0.9,101,-4
CCOC(=O)/C(C#N)=C\c1ccc(OC)c(OC)c1,0,4,18,1.9,102,-1,0.7,114,-5
Cc1ccc2c(c1)c(=O)c1c3n2CCN(C(=O)CCl)C3CC1 (configuration not stated),-35,80*,10,-1.2,65,-1,-0.5,89,-6
COc1cc(/C=N/NC(=O)c2cccs2)ccc1O,5,20,-8,-0.8,111,-5,0.3,104,-13
CCCCCC(=O)NC(CC(=O)OC)c1ccc2c(c1)OCO2 (configuration not stated),5,16,26,-0.3,105,-3,0.4,112,-1
Cc1cc(C)c2c(CN3CCN(Cc4ccc5c(c4)OCO5)CC3)cc(=O)oc2c1C,9,-19,22,-0.6,101,4,-0.5,99,-7
O=c1c2ccccc2nc(SCc2ccc(F)cc2Cl)n1CCCN1CCOCC1,0,35,/,-1.6,106,-3,-1.1,106,-7
COc1ccc(C2=NN(C(=O)c3ccccc3C(=O)O)C(c3ccccc3O)C2)cc1 (configuration not stated),6,19,16,2.1,100,0,3.2,100,2
Cc1nc2ccccn2c1/C(O)=C1\C(=O)C(=O)N(CCN2CCOCC2)C1c1cccnc1 (configuration not stated),-3,-13,-8,0.7,95,-2,4.7,92,-3
Cc1nn(CC(=O)O)c(C)c1[N+](=O)[O-],-10,28,2,1.8,99,-2,0.4,101,4
Cc1cc(C)nc(N2CCN(c3nnnn3-c3ccccc3)CC2)n1,8,-44,-5,2.1,109,-3,0.0,101,3
O=S(=O)(c1ccc(Cl)cc1)N1CCN=C1SCc1cccnc1,-7,-7,0,-0.8,100,-6,0.0,101,17
COc1ccc(C2=NN(C(=O)CSc3ncccn3)C(c3ccc(C)cc3)C2)cc1 (configuration not stated),3,-27,22,0.0,89,-3,1.9,101,-5
O=C(NCc1ccco1)C1CCC(N2C(=O)c3ccccc3C2=O)CC1 (configuration not stated),5,3,6,-0.7,100,-1,-1.1,103,4
Cc1ccc(CSc2nnc(CC(=O)Nc3ccc(C)cc3)n2C)cc1,-1,-41,24,-0.4,98,-2,0.4,100,-8
CCc1nc2ccc(C(=O)NCCc3ccco3)cc2nc1CC,3,2,16,-2.3,101,/,-1.3,99,-10

# Ordered by number of heavy atoms (ascending): part of the list above
SMILES,MEKK2 mut-MEK5,PHOSPHO1 inh,NALP1 yeast inh,OXTR ag,MEKK2 WT-MEK5,GalR3 antag,V1aR counter,MEKK3 PB1 HTS,GPR7 antagonist
Cc1nn(CC(=O)O)c(C)c1[N+](=O)[O-],-10,28,2,1.8,99,-2,0.4,101,4
O=S(=O)(c1ccc(Cl)cc1)N1CCN=C1SCc1cccnc1,-7,-7,0,-0.8,100,-6,0.0,101,17
Cc1cc(C)nc(N2CCN(c3nnnn3-c3ccccc3)CC2)n1,8,-44,-5,2.1,109,-3,0.0,101,3
O=C(NCc1ccco1)C1CCC(N2C(=O)c3ccccc3C2=O)CC1 (configuration not stated),5,3,6,-0.7,100,-1,-1.1,103,4
O=c1c2ccccc2nc(SCc2ccc(F)cc2Cl)n1CCCN1CCOCC1,0,35,/,-1.6,106,-3,-1.1,106,-7
COc1ccc(C2=NN(C(=O)c3ccccc3C(=O)O)C(c3ccccc3O)C2)cc1 (configuration not stated),6,19,16,2.1,100,0,3.2,100,2

# (further entries)
SMILES,MEKK2 mut-MEK5,PHOSPHO1 inh,NALP1 yeast inh,OXTR ag,MEKK2 WT-MEK5,GalR3 antag,V1aR counter,MEKK3 PB1 HTS,GPR7 antagonist
O=c1[nH]c2ccccc2c2ccccc12,15,-39,10,-1.4,114,-6,-0.1,124,-3
O=C(O)c1cccc(CN2C(=O)SC(Nc3cccc4ccccc34)C2=O)c1 (configuration not stated),4,6,7,0.0,103,-2,-1.1,114,3
CS(=O)(=O)N(CC(=O)N1CCCC1)c1ccc(Cl)c(Cl)c1,1,-4,18,0.4,100,0,0.0,103,9
CCC(C)(O)c1[nH]c2ccc(C(=O)OC)cc2c1C (configuration not stated),0,15,24,0.9,103,-3,0.2,102,-2
CC1Cc2ccccc2N1C(=O)CSc1nc(N)cc(=O)[nH]1 (configuration not stated),6,-3,-1,/,110,/,/,107,1
Cc1ccc(/C=C/C(=O)NCCc2c[nH]c3ccccc23)o1,-2,21,9,-0.5,98,-2,-0.9,102,-1
C/C(=N\O)c1ccc2c(c1)OCCO2,3,46,2,-0.2,104,-4,-0.2,102,-16
CCCCc1cc(=O)oc2c(CN(C)C)c(O)ccc12,-11,4,33,1.3,90,-1,0.9,92,0
Cc1ccc(C)c(-n2c(SCC(N)=O)nnc2-c2ccccn2)c1,3,26,1,3.4,105,-2,2.0,103,-1
CC(=O)N1CCN(CC(=O)Nc2ccc3c(c2)CCC3)CC1,-5,-2,24,0.3,93,-4,0.3,87,23*

# The order is random. Share with any hit: about 5.4%.
